N370S GC: inhibits or activates N370S mutant glucocerebrosidase. N370S GC spleen homogenate, 4MU-glucoside fluorescence. 0.092% of 330,000 active. Potency, µM (highest dose often 59.4 µM), without a hit: at the top dose activity change, negative = inhibition, usual class: inhibitors. AID 2101;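 also: 0% = full enzyme activity and -100% = no enzyme basal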
TDP1 inh: TDP1 (human) enzyme inhibition | Potency, µM (series often up to 130 µM), without a hit: at the highest dose activity change, negative = inhibition, most hits filed as inhibitors | 0.28% of 350,000 active | recombinant TDP1, AlphaScreen DNA substrate cleavage; also: nearly all actives have a fitted effect of over 40% in size
Target sequence (Q9NUW8 whole entry, looked up): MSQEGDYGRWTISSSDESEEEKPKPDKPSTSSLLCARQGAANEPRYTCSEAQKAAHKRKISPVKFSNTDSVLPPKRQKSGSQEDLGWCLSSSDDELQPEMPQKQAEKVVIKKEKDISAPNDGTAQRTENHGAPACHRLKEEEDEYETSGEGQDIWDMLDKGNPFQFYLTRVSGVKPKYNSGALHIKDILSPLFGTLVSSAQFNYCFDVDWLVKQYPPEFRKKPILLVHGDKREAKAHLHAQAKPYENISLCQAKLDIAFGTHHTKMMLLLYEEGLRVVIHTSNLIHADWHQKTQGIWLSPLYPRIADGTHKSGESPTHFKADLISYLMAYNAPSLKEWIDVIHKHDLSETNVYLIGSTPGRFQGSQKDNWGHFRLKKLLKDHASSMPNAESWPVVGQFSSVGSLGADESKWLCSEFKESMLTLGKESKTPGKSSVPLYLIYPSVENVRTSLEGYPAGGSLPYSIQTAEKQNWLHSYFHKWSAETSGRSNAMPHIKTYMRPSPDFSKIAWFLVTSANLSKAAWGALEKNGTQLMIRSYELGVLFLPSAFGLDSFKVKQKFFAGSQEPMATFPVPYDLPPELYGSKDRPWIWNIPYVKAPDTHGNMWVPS
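Enzyme-compound mixtures sat 15 min at room temperature, followed by a 5 min reaction with 15 nM final substrate and 10 min with AlphaScreen beads. Recombinant human Tdp1 was used at 1 nM final.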
FEN1 inhibitor: blocks human flap endonuclease 1; P39748; Recombinant FEN1 flap cleavage, fluorescence, 15 min; Potency, µM (titrated, usually from 114 µM), inactives show at the top dose activity change, negative = inhibition, most hits filed as inhibitors; 0.35% of 390,000 active; also: nearly all actives have a fitted effect of over 65% in size
Target sequence (P39748 whole entry, looked up): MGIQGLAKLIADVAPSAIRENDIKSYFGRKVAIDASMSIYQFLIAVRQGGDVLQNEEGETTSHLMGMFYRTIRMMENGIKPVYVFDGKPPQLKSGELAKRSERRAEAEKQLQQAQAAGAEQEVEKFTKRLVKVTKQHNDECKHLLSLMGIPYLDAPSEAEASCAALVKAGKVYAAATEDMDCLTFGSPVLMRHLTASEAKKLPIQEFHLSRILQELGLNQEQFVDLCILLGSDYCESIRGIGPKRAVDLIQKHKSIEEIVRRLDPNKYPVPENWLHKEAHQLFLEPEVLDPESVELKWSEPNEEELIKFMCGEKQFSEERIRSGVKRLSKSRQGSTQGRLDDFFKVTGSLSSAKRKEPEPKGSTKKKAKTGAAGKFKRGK
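Quantitative HTS format: each compound was titrated, incubated with 10 nM nuclease for 15 min at room temperature, then challenged with flap substrate at 50 nM final. Signal change over 15 min gave concentration–effect curves.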
Starred values were filed as active, the others as inactive; u = inconclusive; x = no result given; & = joins results of further samples; [ ] = dose if it differs, or a comment. Calls follow the shape of the dose curve; as a rule, active = well fitted curve in the direction sought with a large enough effect; inconclusive = small, poorly fitted or top-dose-only effect, or another doubt; inactive = no such curve, though single readings can be large; an effect the other way counts as inactive or inconclusive. Unless noted, % is scaled to controls: 0 for no effect and ±100 for the full control effect; potency is read from the fitted curve at half-maximal effect.

SMILES	N370S GC	TDP1 inh	FEN1 inhibitor
COc1cccc(-c2cc(C(F)(F)F)nc(N3CCN(c4ccccc4)CC3)n2)c1	9%	3%	10%
Cc1cc(NC(=O)c2ccc(Cl)c(S(=O)(=O)N3CCOCC3)c2)no1	2%	8%	-1%
C/C(=N/NS(=O)(=O)c1ccc(Br)cc1)c1ccc(NC(=O)c2ccc(C)o2)cc1	2%	5%	-16%
Cc1cccc(-c2nnc(SCc3cc(=O)c4cccc(Cl)c4[nH]3)n2C)c1	x	5%	16%
COc1ccc(-c2nnc(SCCc3ccccc3)n2N)cc1	-4%	5%	5%
O=C(Nc1nncs1)c1ccc(F)c(S(=O)(=O)N2CCCCC2)c1	-2%	4%	1%
COC(=O)C1CCN(CC(=O)Nc2cc(C)c3c(=O)oc4ccccc4c3n2)CC1	x	-2%[12.3 µM]	-12%
COc1ccc(NC(=O)COn2nnc3ccc(Cl)cc32)cc1OC	6%	4%	-18%
S=c1[nH]nc(-c2ccn[nH]2)n1-c1ccccc1Cl	-1%	x	-2%
COc1ccc(-n2c(Cc3cc(=O)[nH]c(=O)[nH]3)nnc2SCc2ccccc2)cc1	2%	5%	1%
CCCOc1ccc2oc(=O)c3c(c2c1)CCCN3C(=O)CN1CCN(c2ncccn2)CC1	-7%	4%	3%
COc1ccc(C(CC(=O)N2CCN(C)CC2)NC(=O)C(F)(F)F)cc1 (stereo not given)	-4%	x	20%
CC(C)[C@H](NC(=O)c1ccccc1F)C(=O)OCCN1C(=O)c2ccccc2C1=O	x	-2%	-3%
CCOc1ccc(NC(=O)CSc2nnnn2C2CC2)cc1S(=O)(=O)N1CCCC1	x	2%	-11%
COc1ccc(NC(=O)c2ccco2)cc1NC(=O)c1ccccc1[N+](=O)[O-]	-5%	4%&1%	9%&-7%
Cc1noc(C)c1CS(=O)(=O)Cc1ccc(Cl)cc1	-4%	-5%	-6%
CCCCN(CCCNC(=O)c1ccc(Sc2ccc(Cl)cc2)c(NC(C)=O)c1)c1ccccc1	x	10%	-16%
CCN1CCN(C(=S)NC(=O)c2cccc(Br)c2)CC1	x	2%	1%
Cc1cccc(N(C(=O)CNC(=O)c2cccs2)C(C(=O)NC2CCCC2)c2cccnc2)c1 (stereo not given)	-13%	-1%	-2%
O=C(c1ccc(S(=O)(=O)N2CCCC2)cc1)N1CCN(S(=O)(=O)c2cccc(F)c2)CC1	-23%	x	-2%
Cc1[nH]c(C)c(S(=O)(=O)N2CCCCC2)c1C(=O)N1CCCCC1	-3%	2%	18%
O=C(CCn1c(=S)oc2ccccc21)N1CCCCC1	-2%	1%	8%
CC1CCCC(NC(=O)C2CCC(CNc3c(N4CCCCC4)c(=O)c3=O)CC2)C1C (stereo not given)	-3%	x	-14%
COCCCNC(=O)c1cc2c(=O)n3cccc(C)c3nc2n(C(C)C)c1=N	6%	10%	-1%
O=C(c1ccc2c(c1)OCO2)N1CCC(Cc2ccccc2)CC1	10%	5%	2%
CCCn1c(C)nc2cc(Cl)c(N3CCN(c4nc(-c5ccc(C)cc5)cs4)CC3)cc21	u	x	4%
COc1cc(OC)cc(C(=O)NCC(=O)NC(C)CCc2ccccc2)c1 (stereo not given)	-5%	x	3%
Cc1ccc(C2=NN(CC(=O)NCc3cccnc3)C(=O)CC2)cc1	-5%	-1%	x
Cc1ccc(S(=O)(=O)N/N=C\c2ccc3c(c2)OCO3)cc1	28%	4%	-7%
O=C(NC1CCN(Cc2ccccc2)CC1)c1cccc(S(=O)(=O)Nc2ccc(Br)cc2)c1	-6%	x	-16%
COCCNC(=O)C(c1ccc(F)cc1)N(C(=O)CCC(=O)Nc1ccccn1)C1CCCCC1 (stereo not given)	-3%	x	-2%
C1CCCN(CCCCN2CCCCCC2)CC1	4%	5%	-1%
O=C1CCCN1CC(O)CS(=O)(=O)Cc1ccc(Cl)c(Cl)c1 (stereo not given)	-1%	x	-3%
COc1ccc(/C=N\NC(=O)c2ccc(=O)[nH]n2)cc1O	-2%	4%	-7%
CCOc1ccc(NC(=O)NC23CC4CC(CC(C4)C2)C3)cc1	11%	6%	4%
Cc1cc(C(F)F)n2ncc(C(=O)NCc3ccccc3)c2n1	u	7%	-10%

For convenience, some entries already given.
SMILES	N370S GC	TDP1 inh	FEN1 inhibitor
COc1cccc(-c2cc(C(F)(F)F)nc(N3CCN(c4ccccc4)CC3)n2)c1	9%	3%	10%
Cc1cc(NC(=O)c2ccc(Cl)c(S(=O)(=O)N3CCOCC3)c2)no1	2%	8%	-1%
C/C(=N/NS(=O)(=O)c1ccc(Br)cc1)c1ccc(NC(=O)c2ccc(C)o2)cc1	2%	5%	-16%
Cc1cccc(-c2nnc(SCc3cc(=O)c4cccc(Cl)c4[nH]3)n2C)c1	x	5%	16%

Returning to the listing with the 4 entries that preceded the break.
SMILES	N370S GC	TDP1 inh	FEN1 inhibitor
O=C1CCCN1CC(O)CS(=O)(=O)Cc1ccc(Cl)c(Cl)c1 (stereo not given)	-1%	x	-3%
COc1ccc(/C=N\NC(=O)c2ccc(=O)[nH]n2)cc1O	-2%	4%	-7%
CCOc1ccc(NC(=O)NC23CC4CC(CC(C4)C2)C3)cc1	11%	6%	4%
Cc1cc(C(F)F)n2ncc(C(=O)NCc3ccccc3)c2n1	u	7%	-10%
CC(C)NC(=O)c1onc(CSc2ccc(F)cc2)c1C(=O)O	14%	4%	-12%
CSc1nc2c([nH]c3ccccc32)c(=O)n1-c1ccc(F)cc1	x	4%	17%
CCc1nn2c(NCCOC)cc(C)nc2c1-c1ccc(F)cc1	-2%	0%	3%
O=C1N/C(=N\N=C\c2cccs2)SC1Cc1cccc(Cl)c1Cl (stereo not given)	7%	3%	5%
O=C(C1CC1)N1CCc2cc(Br)cc(S(=O)(=O)NCC3COc4ccccc4O3)c21 (stereo not given)	13%	5%	-3%
O=C(CSc1ccccn1)c1ccc2c(c1)OCO2	7%	6%	5%
COc1cccc(CN2CCNC(=O)C2CC(=O)N(C)CCC2CCOCC2)c1OC (stereo not given)	-20%	5%	-5%
CCOC(=O)C1CN(S(=O)(=O)c2ccc(OC)cc2)c2cc(CC(=O)OC)ccc2O1 (stereo not given)	7%	7%	-22%
CC(=O)Nc1ccc(S(=O)(=O)NCC2CCC(C(=O)NCCc3ccccc3)CC2)cc1 (stereo not given)	0%	0%&-2%	19%&-1%
CCOC(=O)N1CCN(C(=O)CN(C2CCCCC2)S(=O)(=O)c2ccc(Cl)cc2)CC1	7%	-2%	4%
O=C(c1ccsc1)N1CCCC(N2CCN(c3cccc(C(F)(F)F)c3)CC2)C1 (stereo not given)	-3%	5%	-4%
CCC(CC)C(=O)NCCc1cc2c(OC)ccc(OC)c2[nH]c1=O	7%	4%	2%
O=C(c1ccc([N+](=O)[O-])o1)N1CCc2ccccc21	0%	x	-3%
O=C(Nc1ccc(Cl)cc1)NC1CCCCC1	5%	5%	-1%
CN(c1ccccc1)S(=O)(=O)c1cc(C(=O)N2CCN(c3ccccn3)CC2)ccc1Cl	-7%	2%	-19%
CCCCc1ccc(NS(=O)(=O)c2ccc(N3CCCCS3(=O)=O)cc2)cc1	x	-1%	-7%
CCc1cccc(NC(=O)Cn2nc(-c3ccc(OC)cc3)ccc2=O)c1	x	7%	3%
Clc1ccc2nc3ccccn3c2c1	30%	0%	-4%
CS(=O)(=O)Nc1nnc(SCC(=O)Nc2cccc([N+](=O)[O-])c2)s1	3%	3%	0%
COc1ccc([C@H]2CC(=O)C=C(c3ccc(C(F)(F)F)c(C(F)(F)F)c3)C2)cc1OC	x	1%	8%
COc1ccc(OCC(=O)Nc2ccc(S(=O)(=O)Nc3nc(C)cc(C)n3)cc2)cc1	-11%	-5%	3%
COc1ccc([N+](=O)[O-])cc1N(CC(=O)Nc1ccccc1C(=O)N1CCOCC1)S(C)(=O)=O	-1%	1%	6%
COC(=O)[C@H](CC(C)C)N1Cc2cc(OC)cc(OC)c2-c2ccccc2S1(=O)=O	x	0%[56.1 µM]	0%
CCc1ccc(OCc2nnc(SCC(=O)N3CCOCC3)o2)cc1	-4%	-1%	-5%
Cc1noc(C)c1C(=O)NCc1ccco1	5%	0%	0%
Cc1ccccc1NC(=O)CSc1nc(COc2ccccc2)nc2ccccc12	15%	3%	-4%
COC(=O)c1ccccc1NC(=O)CCCn1nc(C)c2sc3ccccc3c2c1=O	x	-6%	0%
Cc1cc(C)cc(NC(=O)CCn2cnc3ccccc3c2=O)c1	x	-2%	20%
CN(Cc1ccccc1NC(=O)c1ccc(S(=O)(=O)N(C)C)cc1)C1CCCCC1	10%	1%	x
CCCc1ccc(OCC(=O)Nc2sc3c(c2C(=O)OC)CCCCC3)cc1	x	1%[12.3 µM]	-11%
C=C1C2CC[C@@]3(C)C(c4ccoc4)OC(=O)C[C@@]13OC1CC(O)C(C)(C)C(CC(=O)OC)[C@@]12C (stereo not given in full)	-4%&-3%	5%	x
CC(C)CCNC(=O)COc1ccc(N(C)S(=O)(=O)c2ccc(F)cc2)cc1	1%	0%	14%
Cc1cccc2c(C(=O)O)cc(-c3cccnc3)nc12	-5%	4%	-3%
CCC(=O)Nc1ccc(C(=O)Nc2ccc(Br)cc2F)cc1	-2%	-7%	21%
COc1cc(/C=N/NC(=O)c2ccccn2)ccc1OC(=O)c1ccc(Br)cc1	-6%	1%	5%
CC1CCC(N2CCN(c3ncccn3)CC2)C1 (stereo not given)	3%	2%	2%

Three entries from above, set out differently.
Molecule | N370S GC | TDP1 inh | FEN1 inhibitor
Cc1cc(C)cc(NC(=O)CCn2cnc3ccccc3c2=O)c1 | x | -2% | 20%
Cc1ccccc1NC(=O)CSc1nc(COc2ccccc2)nc2ccccc12 | 15% | 3% | -4%
Cc1noc(C)c1C(=O)NCc1ccco1 | 5% | 0% | 0%

(further entries)
SMILES	N370S GC	TDP1 inh	FEN1 inhibitor
CC(C)(C)C(=O)OC1=CN(Cc2ccccc2)S(=O)(=O)c2ccccc21	x	-9%	0%
Cc1ccc(/C(O)=C2/C(=O)C(=O)N(CCN3CCOCC3)C2c2cccs2)cc1 (stereo not given)	-30%	1%	4%
Cc1cc(C)c2c(C)c(C(=O)N3CCC(c4nc5ccccc5s4)CC3)oc2c1	x	-1%	5%
CC(=O)Cc1nsc(NC(=O)c2ccc(COc3ccc(C)cc3)o2)n1	-7%	6%	-2%
Cc1cc(C)nc(OC(C(=O)O)C(OCCC(C)C)(c2ccccc2)c2ccccc2)n1 (stereo not given)	-2%	3%	20%
Cc1ccc(NC(=O)Cn2c(CCC(=O)O)ccc2-c2ccc(Cl)cc2)cc1	-6%	10%	16%&-6%
CCn1c(SCC(=O)NC2CCCC2)nnc1C(C)C	-1%	8%	18%
Cc1cccc(C(CC(=O)N2CCCC2)c2ccccc2)c1O (stereo not given)	7%	4%	-9%
CCCCN(CC)C(=O)CSc1c2c(nc3ccc(Cl)cc13)CCCC2	x	-2%	2%
C[C@H](CCC(=O)NCC(=O)O)C1CC[C@H]2C3CC[C@@H]4C[C@H](O)CC[C@]4(C)C3C[C@H](O)[C@]12C (stereo not given in full)	-3%	5%	x
O=C(Cc1ccccc1)NNS(=O)(=O)c1ccc([N+](=O)[O-])cc1	9%	5%	2%
COc1cc(-c2nnc(SCc3cccnc3)n2C)cc(OC)c1O	4%	0%	-9%
C=CCN1C(=O)c2ccc(C(=O)N(CCC)CC(=O)Nc3ccccc3C)cc2C1=O	-2%	5%[0.505 µM]	-3%
Cc1ccc(SCC(=O)Nc2ccccc2N2CCOCC2)cc1	1%	-11%	7%
C[C@@]12C(=O)N(Cc3ccc(F)cc3)CC(=O)N1[C@H]1c3cc(Cl)ccc3OC[C@@H]1[C@@H]2c1ccccc1	x	1%	-15%
Cc1cccc(C)c1OCC(O)CN(Cc1ccccc1O)C1CCCCC1 (stereo not given)	-5%	-2%	-20%
CC(OC(=O)CCc1nc2ccccc2c(=O)[nH]1)C(=O)c1ccc(Br)cc1 (stereo not given)	-5%	3%	0%
Cc1nc(NC(=O)c2c(-c3ccccc3)noc2C)sc1C(=O)N(C)C	-7%	3%	-13%
O=c1[nH]c(CN2CCN(S(=O)(=O)/C=C/c3ccccc3)CC2)nc2ccccc12	-10%	3%	11%
Cc1cc(C)cc(OCC(=O)OC(C)C(=O)Nc2ccc(Cl)cn2)c1 (stereo not given)	0%	-8%	-1%
CCc1ccccc1OCC(=O)Nc1cccc(S(=O)(=O)NCc2ccco2)c1	x	5%	u
Cc1ccc(C2c3[nH]c4ccccc4c3CCN2C(=O)CSCc2ccc(F)cc2)cc1 (stereo not given)	x	8%	2%
COc1ccc2[nH]c(=O)c(CN(C(=O)NC3CCCCC3)C3CCCC3)cc2c1	2%	1%	-4%
COc1ccc(-c2ccccc2NC(=O)C2CCCN(Cc3ccco3)C2)cc1 (stereo not given)	-6%	4%	-5%
Cc1c(Cl)cccc1NC(=O)CCC(=O)c1cccs1	-10%	x	1%
COc1ccc(OC)c(NC(=O)C(=O)/C=C(\O)c2cc(OC)ccc2OC)c1	8%	5%	40µM*
O=C(O)CCSc1nc2ccc(Br)cc2[nH]1	2%	9%	-2%
COc1cccc(C(=O)NC2CC3CCCC(C2)N3Cc2ccc(C)cc2)c1 (stereo not given)	-2%	3%	-5%
O=C(OCC(=O)c1c[nH]c2ccccc12)c1cc(Br)ccc1O	0%	8%	-1%

Screening data (PubChem)
